TbHK1 inh: blocks Trypanosoma brucei hexokinase 1 activity. recombinant TbHK1, G6PDH-coupled NADH A340. inhibition, % at 10 µM. actives 0.11% (n = 220,000);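 active = inhibition of 50% or more in the single-dose primary screen; inactive = inhibition below 50%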
zVAD death inh: blocks zVAD induced death of L929 cells. AID 1377. actives 0.38% (n = 220,000). viability rescue, % at 10 µM. L929 zVAD necroptosis rescue, ATP luminescence, 24 h; with zVAD 60 µM;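 active = activation, scaled between plate controls, above about 75%, limit read from the data; inactive = activation under that limit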;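 note: 0% = zVAD with DMSO and 100% = DMSO alone without zVAD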
FXIa inh: blocks human coagulation factor XIa protease activity; actives 0.14% (n = 220,000); purified FXIa, Boc-Glu-Ala-Arg-AMC fluorogenic substrate; P03951; inhibition, % at 5 µM;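 active = inhibition of at least 40%; inactive = inhibition below 40%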;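 note: fluorescence of freed AMC excited at 355 nm; 0% = enzyme without compound and 100% = no enzyme blank; many of its hits are not listed in these tables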
CHOP inhibitor: inhibitors of CHOP induction in ER stress response; CHO-K1 CHOP-promoter luciferase, tunicamycin-induced, 15-18 h; inhibition, % at 10 µM; actives 3.8% (n = 220,000); AID 2732;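 active = compounds that reduced the stress-induced luciferase reporter signal by more than about 70% of percent inhibition, limit read from the data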;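 note: 0% = tunicamycin plus vehicle and 100% = wells without tunicamycin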
Wee1 degr inh: blocks degradation of human Wee1 kinase; P30291; HeLa Luc-Wee1K328M stability, luciferase luminescence; 100% = proteasome inhibitor MG132 effect; reporter increase, % at 5 µM; actives 1.2% (n = 220,000);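 active = activation above the mean of all tested compounds plus 3 SD, set per screening run, cut at about 8.8% in these data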;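 note: cells exposed to compound for 20 h before luminescence read; 0% = DMSO alone and 100% = MG132 at 30 µM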
PPC-1+TRAIL kill: kills PPC-1 cancer cells in the presence of TRAIL | PPC-1 cells + TRAIL, ATPLite viability luminescence | cell killing (% activity), % at 4 µM | actives 0.41% (n = 220,000) | AID 1443;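 active = cell killing above 50% in the first pass at 4 µM, then a duplicate retest at 5 µM averaging 50% or more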;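 note: plate controls were cells with TRAIL plus DMSO for no effect and medium-only wells lacking cells for full effect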
TNF necrop inh: inhibitors of TNF-alpha induced necroptosis in Jurkat FADD-/- cells. Jurkat FADD-/- TNF necroptosis rescue, ATP luminescence, 24 h; 0 = TNF only, 100 = no-TNF cells. activation (protection from cell death), % at 10 µM. actives 0.068% (n = 220,000);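 active = activation, meaning protection from cell death, of at least 50% relative to plate controls; inactive = activation below 50%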;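 note: necroptosis triggered by 40 ng/mL TNF-alpha added together with compound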
FXIIa inh: blocks human coagulation factor XIIa protease activity | P00748 | purified FXIIa, Boc-QGR-AMC fluorogenic substrate, 2 h | inhibition, % at 5 µM | actives 0.3% (n = 220,000); in the data active = inhibition above about 40%;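 note: 0% = enzyme with no compound and 100% = blank without enzyme; many of its hits are not listed in these tables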
Target sequence (P00748 20-372 limits assumed): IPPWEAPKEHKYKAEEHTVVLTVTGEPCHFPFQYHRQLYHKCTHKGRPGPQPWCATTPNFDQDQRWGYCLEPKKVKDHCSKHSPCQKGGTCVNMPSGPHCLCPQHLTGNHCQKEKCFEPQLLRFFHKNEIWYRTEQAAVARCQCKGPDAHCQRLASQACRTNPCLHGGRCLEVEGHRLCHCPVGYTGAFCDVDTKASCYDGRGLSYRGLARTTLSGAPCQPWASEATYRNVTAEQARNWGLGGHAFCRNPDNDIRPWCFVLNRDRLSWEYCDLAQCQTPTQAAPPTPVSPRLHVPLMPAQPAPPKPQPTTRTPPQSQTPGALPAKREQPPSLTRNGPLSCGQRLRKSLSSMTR
Target sequence (P00748 373-615 limits assumed): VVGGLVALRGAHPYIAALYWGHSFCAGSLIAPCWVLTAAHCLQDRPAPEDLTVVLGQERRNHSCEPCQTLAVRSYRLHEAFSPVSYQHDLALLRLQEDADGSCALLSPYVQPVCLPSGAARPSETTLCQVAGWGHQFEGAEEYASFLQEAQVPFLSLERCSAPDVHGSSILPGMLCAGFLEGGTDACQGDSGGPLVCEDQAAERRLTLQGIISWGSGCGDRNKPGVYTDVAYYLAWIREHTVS
PGE2 EP2 inh: blocks the human prostaglandin E2 receptor EP2. P43116. C6 glioma cells expressing human EP2, cAMP TR-FRET; cells stimulated with saturating PGE2. inhibition, % at 25 µM. actives 0.52% (n = 260,000);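 active = percent inhibition above 40 after rounding to a whole number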;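 note: rat C6 glioma host cells with rolipram phosphodiesterase inhibitor present; the protocol text gives 20 µM as final concentration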
Target sequence (P43116 whole entry, looked up): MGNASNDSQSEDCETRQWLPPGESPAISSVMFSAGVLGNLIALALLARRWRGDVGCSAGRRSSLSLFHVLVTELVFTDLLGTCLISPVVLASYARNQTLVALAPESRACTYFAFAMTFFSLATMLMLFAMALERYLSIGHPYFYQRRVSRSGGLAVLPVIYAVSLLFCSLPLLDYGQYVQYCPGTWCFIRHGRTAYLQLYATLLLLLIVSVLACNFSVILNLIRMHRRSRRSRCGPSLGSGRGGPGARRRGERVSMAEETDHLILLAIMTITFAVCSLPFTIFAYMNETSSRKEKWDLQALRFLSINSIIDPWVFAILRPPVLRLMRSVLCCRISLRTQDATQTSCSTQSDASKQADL
Numbers without * were called inactive; · = no result given; & = joins results of further samples; [ ] = dose if it differs, or a comment. Some of the compounds tested (hit frequency here may not be typical).

SMILES | TbHK1 inh | zVAD death inh | FXIa inh | CHOP inhibitor | Wee1 degr inh | PPC-1+TRAIL kill | TNF necrop inh | FXIIa inh | PGE2 EP2 inh
C=CCOC(=O)CCCC(=O)NC1CCCCC1 | -1 | -0.8 | 5 | 24 | 0 | 0 | -1.1 | 6 | 12
O/N=C1/CCc2cccc3cccc1c23 | 0 | 1.1 | -3 | 51 | -1 | 8 | -1.1 | 14 | 3
CCOc1ccc(CN(C)CC(=O)Nc2cc(C)c(C)cc2[N+](=O)[O-])cc1 | 0 | -0.2 | -1 | 20 | 0 | 32 | 1.4 | 9 | 5
CCOC(=O)CNc1ncc([N+](=O)[O-])cc1C#N | -33 | 1.1 | -7 | 9 | -2 | -1 | 1.0 | 6 | 7
NC(=O)C1=C[C@@H](c2ccc(C(F)(F)F)cc2)C[C@@H](OCCCCO)O1 | -13 | 0.1 | -6 | 24 | 3 | 13 | -0.5 | 6 | -1
Brc1ccccc1-c1nnc(COc2ncnc3ccccc23)o1 | -10 | 0.0 | -2 | 13 | -1 | -8 | 5.6 | 8 | 3
Nc1nc(-c2ccccc2)cn1N | -7 | -0.1 | 3 | 23 | -2 | 12 | -1.1 | 3 | 12
Cn1c(NCc2cccc(Br)c2)nc2ccccc21 | 5 | 0.2 | 1 | 1 | -2 | 1 | 2.7 | -9 | 8
Brc1ccc(-c2csc(N3CCC(c4ccccc4)C3)n2)cc1 (stereo not given) | -4 | 0.1 | -1 | -8 | -5 | 4 | -2.4 | 12 | 11
CC(=O)c1cccc(NC(=S)NC(=O)Cc2ccccc2)c1 | -2 | 0.3 | -4 | 3 | -2 | 12 | 1.8 | 11 | 8
COc1ccc(-n2cnnc2SCC(=O)c2ccc(S(=O)(=O)N3CCOCC3)cc2)cc1 | -1 | -0.4 | 3 | 9 | 2 | 23 | 0.7 | 5 | 5
O=C(CSc1nnc(COc2ccccc2)o1)NCCc1ccccc1 | 73* | -0.3 | 17 | 1 | -2 | -6 | 2.7 | 30 | 11
CCCCNc1cc(NC(C)=O)cc2cc(OC)c(OC)cc12 | -1 | 1.2 | -11 | · | 0 | 9 | -1.9 | -10 | 23
O=C(N/N=C/c1ccc2c(c1)OCO2)c1sc2cc(Cl)ccc2c1Cl | -3 | 1.8 | 3 | 25 | 0 | 6 | -1.9 | 11 | 9
CC(C)CCC(C(=O)O)C(C)CC(=O)Nc1ccn(-c2ccccc2)n1 (stereo not given) | -10 | 0.4 | -6 | -6 | -5 | 7 | 3.8 | -2 | 9
COc1ccc(Cn2nnnc2C(c2cc3cc(C)cc(C)c3[nH]c2=O)N2CCOCC2)cc1 (stereo not given) | -9 | -0.2 | -11 | 32 | -1 | 16 | -1.2 | -1 | 4
CN(C)S(=O)(=O)c1cccc(NC(=O)COC(=O)c2cn(-c3ccccc3)nc2-c2ccccc2)c1 | -8 | 1.4 | 1 | 25 | -2 | 20 | 0.2 | 5 | 8
Nc1nonc1-c1nc2ccccc2n1CC(=O)N/N=C\c1ccc(-c2ccc(Cl)cc2)o1 | 52* | 0.1 | -7 | 60 | -1 | -2 | -2.3 | 0 | 10
CC(C)(C)c1cccc(/C=N/O)c1O | 0 | 0.2 | -3 | 75* | 7 | 11 | -0.8 | 4 | 8
COc1ccccc1NC(=O)CCc1c(C)nc2c(-c3ccc(F)cc3)c(C)nn2c1C | -12 | 0.2 | 2 | 2 | 2 | 1 | 3.6 | 10 | 7
CCCS(=O)(=O)N1CCN(Cc2ccc([N+](=O)[O-])cc2)CC1 | -10 | -0.4 | 2 | 3 | 6 | 2 | 1.3 | 11 | 6
Cc1ccc(S(=O)(=O)NNC(=O)c2cccc(O)c2)cc1 | -3 | -0.7 | -4 | 14 | -4 | -2 | 0.0 | 6 | 19
Cc1cc(C)cc(NC(=O)Cn2c(SCc3cc(C)ccc3C)nc3ccncc32)c1 | -8 | · | -3 | -9 | -2 | 9 | 2.1 | 5 | 15
N#Cc1ccc(C(=O)Nc2nnc(-c3ccccn3)o2)cc1 | -22 | 1.8 | 3 | -18 | 9.4* | -49 | -2.6 | 8 | 4
COc1ccc(N2CCN(C(=O)c3ccc(NS(=O)(=O)c4ccc(F)c(F)c4)cc3)CC2)cc1 | 0 | 0.0 | 0 | 67 | 3 | -3 | -3.4 | 8 | 5
Cn1c(=O)[nH]c(=O)c2c1nc(N1CCCCC1)n2CC(O)CN1CCCCC1 (stereo not given) | 19 | 0.7 | 8 | 6 | 7 | 18 | 0.8 | 11 | 8
COc1cccc(CNc2ncn[nH]2)c1OCc1ccc(F)cc1 | -5 | 0.6 | 5 | 19 | -1 | -16 | 0.9 | 11 | 10&8
O=C(c1ccc(CNS(=O)(=O)c2ccccc2)cc1)N1CCN(c2ccccn2)CC1 | -4 | 0.0 | 8 | 2 | -1 | · | -2.3 | 14 | ·
CCN(CC)S(=O)(=O)c1ccc(Oc2ccc(S(=O)(=O)N(CC)CC)cc2)cc1 | -3 | -0.4 | 0 | 72* | -3 | 12 | -9.1 | 5 | 6
O=C(Nc1ccc(OC(F)(F)C(F)F)c(NC(=O)c2ccc(F)cc2)c1)c1ccc(F)cc1 | 7 | 0.3 | · | · | 0 | · | 3.8 | · | 5

Whole records as entered above.
`O=C(N/N=C/c1ccc2c(c1)OCO2)c1sc2cc(Cl)ccc2c1Cl` is entered as TbHK1 inh: -3; zVAD death inh: 1.8; FXIa inh: 3; CHOP inhibitor: 25; Wee1 degr inh: 0; PPC-1+TRAIL kill: 6; TNF necrop inh: -1.9; FXIIa inh: 11; PGE2 EP2 inh: 9
`Nc1nonc1-c1nc2ccccc2n1CC(=O)N/N=C\c1ccc(-c2ccc(Cl)cc2)o1` is entered as TbHK1 inh: 52*; zVAD death inh: 0.1; FXIa inh: -7; CHOP inhibitor: 60; Wee1 degr inh: -1; PPC-1+TRAIL kill: -2; TNF necrop inh: -2.3; FXIIa inh: 0; PGE2 EP2 inh: 10

Other records
SMILES | TbHK1 inh | zVAD death inh | FXIa inh | CHOP inhibitor | Wee1 degr inh | PPC-1+TRAIL kill | TNF necrop inh | FXIIa inh | PGE2 EP2 inh
C[C@@H](Oc1ccccc1)c1nnn(Cc2ccccc2)c1-c1c([C@@H](C)Oc2ccccc2)nnn1Cc1ccccc1 | 8 | 2.4 | -1 | 42 | · | 8 | 1.4 | 8 | 18
CCn1c2ccccc2c2cc(NC(=O)CCCN3C(=O)CCC3=O)ccc21 | -5 | 1.9 | 4 | 18 | -3 | -4 | -0.4 | 3 | 20
COc1ccc(Oc2ncccc2NC(=O)c2cccc(C)c2C)cc1 | -7 | 0.3 | -2 | 21 | -2 | 15 | -0.3 | 4 | 9
CC(C(=O)OCC(=O)c1cccc([N+](=O)[O-])c1)N1C(=O)C2C3CCC(C3)C2C1=O (stereo not given) | 25 | 0.2 | 6 | 12 | 1 | 7 | 0.2 | 11 | 9
Cc1cc(NC(=O)CCN2C(=O)C3C4C=CC(C4)C3C2=O)c2ccccc2n1 (stereo not given) | 2 | 1.3 | -8 | 1 | -2 | 9 | 0.4 | -11 | 8
COC(=O)c1ccc(OCC(=O)Nc2nn(-c3ccccc3)nc2C(N)=O)cc1 | -10 | -1.5 | 16 | -12 | 0 | 11 | 0.0 | 19 | 7
c1ccc(-c2nc(-c3ccccn3)no2)cc1 | 1 | · | 8 | 60 | -3 | 72*[5 µM] | -11 | 14 | 13
CSc1ccc(NC(=O)Nc2ccccc2C(N)=O)cc1 | -14 | 0.0 | -11 | 42 | 4 | 8 | -1.3 | 3 | 20
C=C1c2ccc(C)cc2NC(=O)N1c1ccccc1 | -2 | 0.3 | -13 | 5 | -1 | 8 | -1.4 | -4 | 18
O=C(Nc1nccs1)c1ccc(S(=O)(=O)NCC2CCCCC2)cc1 | 1 | 123* | -2 | · | 3 | 8 | -4.6 | -2 | 11
O=S(=O)(NCc1cn2ccccc2n1)c1ccccc1F | -2 | -0.5 | 2 | -14 | 0 | 4 | 2.8 | 13 | 8
CCOC(=O)N1CCC(NC(=O)C2CCN(C(=O)c3cc4oc(C)cc4n3Cc3c(F)cccc3Cl)CC2)CC1 | -7 | 0.8 | -3 | 12 | -3 | 0 | -0.4 | 2 | 5
CCNC(=O)C(CC(C)C)NC(=O)C(CO)NC(=O)C1CCC(=O)N1 (stereo not given) | 2 | -1.0 | -1 | 4 | 0 | 6 | -0.6 | 8 | 6
Cc1ccc(NC(=O)CSc2nnc(-c3ccccc3Br)o2)cc1C | 3 | 1.2 | 2 | 68 | 2 | 16 | -0.2 | -2 | 13
Cc1c(C(=O)O)sc2ncnc(N3CCCCC3C)c12 (stereo not given) | -19 | -0.1 | -6 | -21 | 0 | 15 | -0.9 | -21 | 20
Cc1ccc2cc(CCNC(=O)c3cc4ccccc4o3)c(=O)[nH]c2c1C | -1 | -0.3 | 34 | -12 | 1 | 12 | -0.1 | 29 | 5
CC1CCCN(Cc2cccc(Oc3ccccc3)c2)C1 (stereo not given) | 11 | -0.3 | 1 | 19 | -2 | 9 | -0.2 | 19 | 3
Cc1ccc(-c2nn(-c3ccccc3)cc2/C=N/n2c(-c3ccncc3)n[nH]c2=S)cc1 | -13 | 1.4 | 6 | 89* | 4 | 14 | 1.0 | 9 | 7
COc1nccnc1NS(=O)(=O)c1ccc(NC(=S)NC(=O)c2ccccc2)cc1 | -8 | 2.4 | 5 | -8 | -2 | 18 | 2.4 | 13 | 2
CCC(NC(=O)CCc1ccccc1)c1ccccc1 (stereo not given) | -5 | 2.8 | 0 | 31 | 3 | 3 | 0.8 | -2 | 11
COC(=O)CSc1nnc(CNC(=O)c2cccs2)n1-c1cc(OC)ccc1OC | 2 | -0.5 | 0 | -6 | -1 | -5 | -2.5 | -1 | 4
CC(Sc1nnc(-c2ccccc2)c(-c2ccccc2)n1)C(=O)N1CCc2ccccc21 (stereo not given) | -4 | 0.4 | 4 | 4 | -1 | 2 | 1.4 | 9 | 7
O=C(Nc1cc(C(F)(F)F)ccc1N1CCCCC1)c1ccc(Br)o1 | -1 | 0.2 | 3 | 4 | 3 | 20 | -0.5 | 8 | 6
CCOC(=O)c1cccc(NC(=O)c2ccccc2C)c1 | 6 | 1.6 | 5 | 9 | -1 | 27 | 0.3 | 7 | 0
Oc1ccc(-c2onc(C(F)(F)F)c2-c2cscn2)c(O)c1 | -5 | -0.5 | 4 | 45 | -2 | 21 | -2.9 | 13 | ·
O=S(=O)(N/N=C1/CCCc2ccccc21)c1ccc(Br)cc1 | 3 | -0.2 | 0 | 31 | -1 | 24 | -0.6 | 1 | 8
Clc1ccc2c(c1)c1cc(Cl)ccc1n2CN1CCOCC1 | 0 | 0.6 | 8 | 50 | -3 | 14 | 1.2 | 14 | 2
O=C(CCC1CCCN(C(=O)C2CCCC2)C1)NCc1ccc(F)c(F)c1 (stereo not given) | 4 | -0.2 | -3 | -2 | 2 | -8 | 1.1 | 6 | 6
CC(C)c1ccc(C(N)=S)cc1 | -4 | 0.5 | -9 | -16 | 1 | 17 | 0.5 | 3 | 7
COc1c(Br)cc2c(C)c(C(=O)O)oc2c1Br | 13 | · | 5 | 2 | -3 | 29 | 2.2 | 12 | 8
COc1cc(S(=O)(=O)N(Cc2ccc(C)cc2)Cc2ccco2)ccc1-n1cnnn1 | -7 | 0.2 | 2 | 25 | -2 | 20 | 0.7 | 9 | 2
COc1ccc2c(c1OC)C(=O)N1c3ccccc3COC21 (stereo not given) | 0 | 0.0 | -6 | -3 | 4 | 25 | -5.0 | 3 | 8
CCC(C)[C@H](NC(=O)Nc1ccc2c(c1)OCCO2)C(=O)O (stereo not given in full) | -6 | 1.8 | 7 | 25 | -4 | -14 | 0.3 | 7 | 17
CCOc1ccc(NC(=O)N(CCN(C)C)C(C)c2cccnc2)cc1 (stereo not given) | -11 | 0.2 | 1 | -10 | 0 | 21 | 4.5 | 11 | 8

From PubChem BioAssay
